Screening results from PubChem BioAssay.
Tau fibril ThT = tau fibrillization inhibition (ThT binding); 270,000 compounds, 2.1% hits; Potency, µM (doses to about 57.4 µM), for the others: at the top dose activity, negative = inhibition, actives largely listed as inhibitors; recombinant tau K18 P301L, heparin-induced fibrillization, ThT fluorescence; AID 1460; P10636; note: % is set by controls: 0 for no effect and ±100 for the full control effect; nearly all actives have a fitted effect of over 55% in size
Target sequence (P10636 561-689 P618L limits assumed): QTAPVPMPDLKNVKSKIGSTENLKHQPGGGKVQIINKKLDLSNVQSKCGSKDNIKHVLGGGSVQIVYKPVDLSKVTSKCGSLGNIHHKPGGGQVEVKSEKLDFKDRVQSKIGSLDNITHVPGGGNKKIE
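ThT emission at 510 nm, taken 1 hr after adding 30 uM dye, quantifies aggregates formed when 20 uM heparin acts on human tau K18 P301L for 6 hr at 37 C.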
HTT cytoprotect = Huntington cell model cytoprotection by ATP luminescence | AID 1471 | Potency, µM (series often up to 56.4 µM), for inactives: cytoprotection (ATP increase), most hits filed as activators | PC12 HTT-Q103 induced, cytoprotection, ATP luminescence, 40 h | 230,000 compounds, 0.14% hits;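 note: % of control where 0% means no effect; nearly all actives have a fitted effect of over 45% in size; toxic huntingtin expression switched on by the ecdysone agonist tebufenozide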
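ATP quantification (ATPlite) reports survival of PC12 cells in which tebufenozide, 100 nM final, switches on Htt exon 1 with 103 glutamines linked to GFP; compounds are titrated.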
TRb-SRC2 inh = inhibitors of human thyroid hormone receptor beta-SRC2 interaction | 280,000 compounds, 0.065% hits | Potency, µM (series often up to 106 µM), inactives show at the highest dose activity change, negative = inhibition, usual class: inhibitors | TRbeta-SRC2 peptide binding, fluorescence polarization; receptor liganded with 1 µM T3;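 note: plate controls were bound peptide for no effect and peptide without receptor for full effect; nearly all actives have a fitted effect of over 50% in size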
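Assay buffer: 20 mM Tris-HCl, 100 mM NaCl, 10% glycerol, 1 mM EDTA, 0.01% NP-40, 1 mM DTT, 1 uM T3, 5% DMSO; TRb LBD 0.6 uM, Texas Red SRC2 20 nM; FP after 5 hr.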
RECQ1 helicase = blocks DNA unwinding by human RECQ1; P46063; RECQ1 DNA unwinding, red fluorescence kinetic read; Potency, µM (highest dose often 57.3 µM), inactives show top-dose activity, negative = inhibition, actives largely listed as inhibitors; 240,000 compounds, 0.54% hits; AID 2549;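 note: plate controls were vehicle for no effect and no enzyme for full effect; nearly all actives have a fitted effect of over 30% in size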
Target sequence (P46063 whole entry, looked up): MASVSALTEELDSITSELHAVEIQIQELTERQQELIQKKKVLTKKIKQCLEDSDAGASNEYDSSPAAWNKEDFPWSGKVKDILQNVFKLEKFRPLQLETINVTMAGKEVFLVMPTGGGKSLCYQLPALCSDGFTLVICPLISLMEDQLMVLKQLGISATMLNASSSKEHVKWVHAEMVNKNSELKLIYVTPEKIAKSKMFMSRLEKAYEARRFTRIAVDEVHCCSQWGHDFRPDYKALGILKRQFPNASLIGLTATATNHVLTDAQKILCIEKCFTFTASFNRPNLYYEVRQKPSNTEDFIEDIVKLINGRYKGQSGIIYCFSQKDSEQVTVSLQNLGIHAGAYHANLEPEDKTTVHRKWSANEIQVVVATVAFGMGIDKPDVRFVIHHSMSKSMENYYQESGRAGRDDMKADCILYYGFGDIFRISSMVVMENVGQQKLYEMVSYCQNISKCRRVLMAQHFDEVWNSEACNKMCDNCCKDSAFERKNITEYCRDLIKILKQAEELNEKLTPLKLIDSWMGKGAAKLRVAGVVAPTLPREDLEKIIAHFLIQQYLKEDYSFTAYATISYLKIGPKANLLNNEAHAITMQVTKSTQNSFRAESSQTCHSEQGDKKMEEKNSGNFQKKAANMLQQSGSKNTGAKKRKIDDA
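RECQ1T1 50 nM; forked duplex (20 bp + 30-nt ss tails) 200 nM, ATP 2 mM final; pH 8.0, 2 mM MgCl2, 2.5 ug/ml poly(dI-dC); 15 min compound preincubation; discontinuous kinetic read over 2 h at RT.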
L3MBTL1 inh = blocks human L3MBTL1; 230,000 compounds, 0.66% hits; AlphaScreen L3MBTL1–H3K9me1 peptide binding; AID 485360; Potency, µM (highest dose often 57.1 µM), without a hit: top-dose activity, negative = inhibition, hits mostly inhibitors; note: % is set by controls: 0 for no effect and ±100 for the full control effect; nearly all actives have a fitted effect of over 60% in size
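First, the protein-peptide complex forms for 30 min at room temperature (L3MBTL1 50 nM, biotinylated H3K9me1 peptide 75 nM). Next, compounds are pin-transferred and incubated 30 min. Finally, AlphaScreen beads are added and read after 30 min.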
Tau FP inhib = blocks human tau fibril formation measured by polarization. P10636. K18 P301L tau heparin fibrillization, Alexa594 FP, 6 h. Potency, µM (highest dose often 57.7 µM), without a hit: at the top dose activity, negative = inhibition, usual class: inhibitors. 280,000 compounds, 0.39% hits. AID 1468; note: % is set by controls: 0 for no effect and ±100 for the full control effect; nearly all actives have a fitted effect of over 55% in size
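Recombinant K18 P301L […], labeled with Alexa 594 at 0.24 uM over 15 uM unlabeled; heparin inducer 20 uM final; 37 C, 6 hr; FP endpoint.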
TR SRC2 fluor cs = Texas Red fluorescence interference in TRb-SRC2 counter-screen | TRb/SRC2 Texas Red total fluorescence interference | Potency, µM (titrated, usually from 106 µM), inactives show at the highest dose fluorescence change, negative = quenching | 280,000 compounds, 0.29% hits | AID 1479; active = well fitted curve in either direction with a large enough effect; inconclusive = small, poorly fitted or top-dose-only effect; note: % is set by controls: 0 for no effect and ±100 for the full control effect
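Human TRβ ligand-binding domain (0.6 uM) and Texas Red SRC2 peptide (20 nM) in Tris buffer with 1 uM T3 and 5% DMSO were incubated with pinned compound for 5 hr at ambient temperature. Total fluorescence was computed as S + 2P (555/632 nm).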
Tau fluor cs = counter-screen for tau fibril formation inhibitors. AID 1463. 280,000 compounds, 0.93% hits. Potency, µM (doses to about 57.7 µM), for inactives: at the top dose activity change, negative = decrease. tau K18 P301L Alexa594 fluorescence, heparin fibrillization; note: % is set by controls: 0 for no effect and ±100 for the full control effect; nearly all actives have a fitted effect of over 55% in size
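Human tau K18 P301L (15 uM unlabeled, 0.24 uM Alexa 594-labeled) in 100 mM sodium acetate pH 7 with 20 uM heparin, 6 hr at 37 C. ThT 30 uM added, 1 hr ambient; Alexa 594 FP and total fluorescence read at 555/632 nm.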
Numbers without * were called inactive; i = inactive; ? = inconclusive; · = no result given; [ ] = another dose, or the depositor's remark. Unless noted, calls come from the whole dose curve; as a rule, active = well fitted curve in the direction sought with a large enough effect; inconclusive = small, poorly fitted or top-dose-only effect, or another doubt; inactive = no such curve, though single readings can be large; an effect the other way counts as inactive or inconclusive. Potency is the fitted concentration of half-maximal effect.

SMILES	Tau fibril ThT	HTT cytoprotect	TRb-SRC2 inh	RECQ1 helicase	L3MBTL1 inh	Tau FP inhib	TR SRC2 fluor cs	Tau fluor cs
CC(NC(=O)C1(C)CC1(Br)Br)C(C)(C)C (configuration not stated)	0%	1%	4%	-6%	3%	-1%	2%	6%
COc1ccc(-c2cc(C(=O)OCC(=O)Nc3cc(C)on3)c3ccccc3n2)cc1OC	-6%	13%	-13%	-6%	5%	-11%	-3%	-27%
C[C@H](CCC(=O)NCC(=O)O)C1CC[C@H]2[C@H]3C(C[C@H](O)[C@]12C)[C@@]1(C)CC[C@@H](O)C[C@H]1C[C@H]3O (some centres not stated)	-3%	-34%[inhibitor]	6%	i	·	-3%	-2%	-4%
CC(C)(C)NC(=O)Cn1nnc(-c2ccc(Cl)cc2)n1	3%	-12%	7%	-2%	0%	5%	1%	-2%
CC(=O)c1c(C)[nH]c(C(=O)Nc2nc(-c3ccc(-c4ccccc4)cc3)cs2)c1C	2%	·	-1%	13%	-3%	40µM*	-1%	?
Cc1cccc(NC(=O)c2cc3c(C)nn(-c4ccccc4)c3s2)c1	13%	·	7%	·	·	?	-10%	?
O=C(CSc1nc2c([nH]c3ccccc32)c(=O)n1-c1ccc(F)cc1)N1CCc2ccccc21	3%	·	8%	·	·	-4%	1%	-1%
Cc1ccc(CNC(=O)CCS(=O)(=O)c2cccc3nonc23)cc1	-12%	17%	-3%	-8%	·	5%	3%	-4%
CCN(CCCNC(=O)CCNC(=O)Cn1cnc2ccccc2c1=O)c1ccccc1	?	-4%	-8%	i	-4%	-7%	0%	?
COc1cccc2[nH]c3c(Cl)ncnc3c12	-4%	?	2%	-5%	23%	-7%	-8%	-8%

Grouped by structure: those above containing an NH in an aromatic ring (3)
SMILES	Tau fibril ThT	HTT cytoprotect	TRb-SRC2 inh	RECQ1 helicase	L3MBTL1 inh	Tau FP inhib	TR SRC2 fluor cs	Tau fluor cs
CC(=O)c1c(C)[nH]c(C(=O)Nc2nc(-c3ccc(-c4ccccc4)cc3)cs2)c1C	2%	·	-1%	13%	-3%	40µM*	-1%	?
O=C(CSc1nc2c([nH]c3ccccc32)c(=O)n1-c1ccc(F)cc1)N1CCc2ccccc21	3%	·	8%	·	·	-4%	1%	-1%
COc1cccc2[nH]c3c(Cl)ncnc3c12	-4%	?	2%	-5%	23%	-7%	-8%	-8%

Next part
SMILES	Tau fibril ThT	HTT cytoprotect	TRb-SRC2 inh	RECQ1 helicase	L3MBTL1 inh	Tau FP inhib	TR SRC2 fluor cs	Tau fluor cs
Cc1ccc(C2C(C(=O)c3cccs3)=C(O)C(=O)N2c2cccc(C)n2)cc1 (configuration not stated)	-12%	7%[10 µM]	7%	4%	-7%	12%	-2%	-5%
O=C(Nc1cccc(-c2nc3ccccc3[nH]2)c1)c1ccccc1F	?	·	1%	·	·	?	5%	?
Fc1ccc(NCc2nnc3n2CCCCC3)cc1Cl	0%	·	-6%	·	·	8%	-2%	0%
CC(C)(C)C(=O)Nc1ccc(S(=O)(=O)Nc2ccccn2)cc1	-4%	·	-5%	i	-1%	-8%	-7%	0%
NC(=O)Cc1ncc(C(F)(F)F)cc1Cl	-6%	5%[10 µM]	-5%	-10%	0%	-9%	-2%	-1%
CCCCn1c(N)c(-c2nc3ccccc3o2)c2c([N+](=O)[O-])nn(C)c(=O)c21	-9%	·	2%	8%	-14%	9%	-2%	-12%
CCOC(=O)C1=C(N)OC2=C(C(=O)CC(C)C2)C1c1cccnc1 (configuration not stated)	-11%	·	-2%	-6%	-6%	-6%	-8%	-9%
Cc1cccc(-n2c(-c3ccncc3)n[nH]c2=S)c1	-10%	-1%[1.9 µM]	-9%	-3%	6%	-8%	3%	-7%
O=C(c1nc2ccccc2[nH]1)c1ccccc1[N+](=O)[O-]	-6%	-12%[10 µM]	-11%	-6%	-3%	5%	-2%	-7%
CSc1ccc(/C=C/C(=O)c2ccc(NC(=O)C(C)C)cc2)cc1	?	-26%	6%	-6%	-11%	-5%	-6%	-21%
Cc1ccc(C(=O)NNC2CC(=O)N(c3ccc4c(c3)OCCO4)C2=O)cc1 (configuration not stated)	?	-17%	12%	-1%	·	-10%	-1%	-18%
CCCOP(=O)(OCCC)c1nc(-c2ccccc2)oc1NCc1ccccc1	-15%	·	-6%	6%	-4%	16%	-8%	1%
CCN(CC)c1ccc(C2=NNC(=O)CC2C)cc1[N+](=O)[O-] (configuration not stated)	?	-5%[10 µM]	5%	4%	-27%	2%	-2%	-14%
CCOC(=O)c1nn(-c2ccc(Cl)cc2)c2nc(CC)c(C#N)c(=O)n12	-12%	29%[10 µM]	1%	-1%	-1%	-7%	-1%	-8%
CCc1nnc(NC(=O)CSc2nc(SC)ns2)s1	-7%	-20%	-3%	-12%	16%	-3%	-2%	-5%
COc1ccc2sc3ccccc3c(=O)c2c1OC	?	-23%	3%	-3%	7%	-2%	0%	-11%
O=C(Cn1nnc(-c2ccccc2)n1)NNC(=O)c1ccccc1	6%	-48%[inhibitor]	7%	-2%	-11%	6%	-1%	8%
CC(C)CC(C(=O)O)C(C)CC(=O)Nc1ccn(-c2ccccc2)n1 (configuration not stated)	1%	17%[10 µM]	-21%	-1%	5%	2%	-3%	5%
CCCn1c(=O)c(C(=O)OCC)c(O)c2cc(Br)ccc21	-6%	31%	-4%	i	·	-1%	-5%	-4%
Cn1cccc1/C=C1\SC(=S)N(NC(=O)c2ccccc2)C1=O	11µM*	32%[10 µM]	-5%	-5%	-12%	1%	-1%	?
Cc1c(C(=O)Nc2ccncc2)oc2ccccc12	8%	-17%	2%	-4%	0%	-7%	-3%	1%
N#CCSc1nnc(Cc2cccc3ccccc23)n1C1CCCCC1	-16%	9%[10 µM]	4%	-8%	-14%	1%	3%	-3%
COc1ccc(Nc2ncnc3nc[nH]c23)cc1OC	?	10%[10 µM]	-3%	i	-7%	1%	-1%	-10%
O=C(CSc1nc2ccccc2nc1Cc1ccc(Cl)cc1)NCCc1ccccc1	-3%	·	-10%	·	·	-5%	-1%	7%
CC(/C=N/NC(=O)c1cccc([N+](=O)[O-])c1)=C\c1ccccc1	-12%	-9%	-34%	-22%	6%	6%	2%	-13%
O=[N+]([O-])c1ccc(OCc2cnc(Cl)s2)c([N+](=O)[O-])c1	?	-125%[inhibitor]	5%	i	-19%	-4%	-4%	?
Cc1ccc(-c2nnc(Nc3ccc4c(c3)OCO4)c3ccccc23)cc1S(=O)(=O)NC(C)C	?	11%[10 µM]	3%	-8%	-10%	9%	-6%	?
COc1cccc(/C=N/NC(=O)CO/N=C(\C)c2cccs2)c1OC	-22%	21%	3%	-4%	-1%	4%	3%	-8%
Cc1cc(Cl)c(OCCN2C(=O)NC(C)(C)C2=O)c(Br)c1	-19%	3%[10 µM]	11%	-6%	·	-6%	0%	-17%
O=C(Nc1cccc(-c2cn3ccccc3n2)c1)C1CC1	-19%	-6%[10 µM]	-9%	i	5%	-10%	-5%	-8%
CS(=O)(=O)N(Cc1ccc(C(=O)NCc2ccco2)cc1)c1ccccc1	4%	5%	-22%	-8%	5%	5%	-1%	2%
COc1ccc(C(C(=O)NC(C)(C)C)N(Cc2ccc(C)cc2)C(=O)CCC(=O)Nc2cc(C)on2)cc1 (configuration not stated)	-9%	·	6%	i	10%	11%	0%	7%
COc1ccc(CN2C(=O)CSC2c2ccccn2)cc1 (configuration not stated)	-12%	-4%[10 µM]	6%	-18%	-1%	0%	-4%	-15%
Cc1cc(N2CCC(C)CC2)nc2cccc(O)c12	-14%	-31%	-7%	-8%	·	?	-4%	-23%
CCC(=O)N1CCc2cc(Br)cc(S(=O)(=O)CCC(=O)N3CCN(c4cccc(C)c4)C(C)C3)c21 (configuration not stated)	?	·	7%	·	·	-3%	-2%	-25%
C[C@]12CC[C@@H]3c4ccc(O[C@@H]5O[C@H](C(=O)O)[C@@H](O)[C@H](O)[C@H]5O)cc4CC[C@H]3[C@@H]1C[C@@H](O)[C@@H]2O	-5%	3%[10 µM]	2%	i	·	4%	2%	-1%
Nn1cnnc1SCC(=O)Nc1ccc(C2CCCCC2)cc1	-6%	-42%[inhibitor][10 µM]	-9%	-10%	?	-12%	-4%	-8%
O=C(CN1CCOCC1)NNc1c2ccccc2nc2ccccc12	?	4%[10 µM]	-4%	0%	38%[activator]	2%	-3%	-19%
COc1cc(NC(=O)c2cc(-c3ccccc3O)no2)cc(OC)c1OC	-4%	·	3%	·	·	6%	-17%	-23%

Structural class, those above containing a nitro group on carbon (five)
SMILES	Tau fibril ThT	HTT cytoprotect	TRb-SRC2 inh	RECQ1 helicase	L3MBTL1 inh	Tau FP inhib	TR SRC2 fluor cs	Tau fluor cs
CCCCn1c(N)c(-c2nc3ccccc3o2)c2c([N+](=O)[O-])nn(C)c(=O)c21	-9%	·	2%	8%	-14%	9%	-2%	-12%
O=C(c1nc2ccccc2[nH]1)c1ccccc1[N+](=O)[O-]	-6%	-12%[10 µM]	-11%	-6%	-3%	5%	-2%	-7%
CCN(CC)c1ccc(C2=NNC(=O)CC2C)cc1[N+](=O)[O-] (configuration not stated)	?	-5%[10 µM]	5%	4%	-27%	2%	-2%	-14%
CC(/C=N/NC(=O)c1cccc([N+](=O)[O-])c1)=C\c1ccccc1	-12%	-9%	-34%	-22%	6%	6%	2%	-13%
O=[N+]([O-])c1ccc(OCc2cnc(Cl)s2)c([N+](=O)[O-])c1	?	-125%[inhibitor]	5%	i	-19%	-4%	-4%	?

These rows are one share of the data; the hit share may differ from the screen's.
